m-calpain inh – blocks pig calpain II enzyme activity; hit rate 0.37% among 220,000; purified calpain II, fluorogenic peptide substrate, 30 min; inhibition, % at 16 µM;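 active = inhibition above about 50%, limit read from the data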
hK5 inh – inhibitors of human kallikrein 5. Q9Y337. AID 873. recombinant hK5, fluorogenic AMC substrate cleavage. hit rate 0.59% among 210,000. inhibition, % at 5 µM;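 active = inhibition of 40% or more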;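 note: 0% = enzyme controls without compound and 100% = no-enzyme blanks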
Cl transport mod – KCC2 (human) Cl- transport modulation; hit rate 2.2% among 190,000; KCC2 cells, thallium flux FluoZin-2 fluorescence; B-score of Tl+ flux slope (higher = more flux/activation; lower = inhibition) at 10 µM; Q9H2X9;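 active = thallium flux slope and its plate-corrected score both differing from the plate sample mean at a set confidence after two filtering rounds, in either direction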;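 note: slope of fluorescence scaled to starting intensity during 10 to 20 s after thallium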
FXIa inh 1536 – inhibitors of human coagulation factor XIa. hit rate 0.14% among 220,000. inhibition, % at 5 µM. purified FXIa, Boc-Glu-Ala-Arg-AMC fluorogenic substrate;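 active = inhibition of at least 40%; inactive = inhibition below 40%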;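 note: fluorescence of freed AMC excited at 355 nm; 0% = enzyme without compound and 100% = no enzyme blank; many of its hits are not listed in these tables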
Thrombin inh – blocks human thrombin protease activity. P00734. alpha-thrombin, Boc-VPR-AMC fluorogenic substrate cleavage. inhibition, % at 5 µM. hit rate 0.26% among 220,000;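 active = inhibition at or above 40%; inactive = inhibition below 40%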;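 note: 0% = enzyme with no compound and 100% = wells without enzyme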
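System: human alpha-thrombin protein; Compound dosing: one concentration per compound, 5 µM, with 0.2% DMSO; Timing: reaction at room temperature; Technique: AMC fluorescence, 355/460 nm; Controls: enzyme without compound as high, wells lacking enzyme as low.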
PERK inhibitor – blocks human PERK kinase | Q9NZJ5 | AID 1416 | CHO PERK-DD fusion, SEAP luminescence translation reporter | inhibition, % at 5.6 µM | hit rate 0.17% among 220,000;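 active = inhibition above the mean inhibition of all tested compounds plus 3 SD, set separately per screening campaign, cut at about 2.9% in these data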;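 note: PERK kinase domain activated by AP20187 dimerizer at 100 nM; 0% = DMSO with dimerizer and 100% = rapamycin at 8.4 µM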
FXIIa inh – factor XIIa (human) inhibition; P00748; purified FXIIa, Boc-QGR-AMC fluorogenic substrate, 2 h; inhibition, % at 5 µM; hit rate 0.3% among 220,000; in the data active = inhibition above about 40%;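 note: 0% = enzyme with no compound and 100% = blank without enzyme; many of its hits are not listed in these tables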
Furin inh – inhibitors of human furin; purified furin, fluorogenic substrate cleavage; inhibition, % at 30 µM; hit rate 0.061% among 220,000; in the data active = inhibition above about 25%; note: inactives centre near -15
Target sequence (P09958 108-714 limits assumed): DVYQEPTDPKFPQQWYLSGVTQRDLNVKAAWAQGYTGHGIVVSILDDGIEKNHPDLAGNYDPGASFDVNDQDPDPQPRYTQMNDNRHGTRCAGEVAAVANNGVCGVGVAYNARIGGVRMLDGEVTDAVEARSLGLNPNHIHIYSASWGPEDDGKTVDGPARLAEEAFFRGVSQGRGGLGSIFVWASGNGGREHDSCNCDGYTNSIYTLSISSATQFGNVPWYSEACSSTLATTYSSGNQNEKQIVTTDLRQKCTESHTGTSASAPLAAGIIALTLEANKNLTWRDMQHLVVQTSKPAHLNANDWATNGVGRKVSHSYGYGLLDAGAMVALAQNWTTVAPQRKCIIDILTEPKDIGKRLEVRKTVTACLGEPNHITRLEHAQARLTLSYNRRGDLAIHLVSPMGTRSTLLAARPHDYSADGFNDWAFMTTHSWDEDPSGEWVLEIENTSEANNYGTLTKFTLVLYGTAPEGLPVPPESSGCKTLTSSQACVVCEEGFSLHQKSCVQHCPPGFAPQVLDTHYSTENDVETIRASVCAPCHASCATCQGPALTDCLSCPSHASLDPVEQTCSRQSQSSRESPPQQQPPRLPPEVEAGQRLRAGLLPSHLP
Rad51 HR inh – blocks human Rad51 in homologous recombination | Q06609 | hRad51 DNA strand exchange, fluorescence dequenching | inhibition, % at 10 µM | hit rate 0.085% among 200,000;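 active = inhibition above 40% at the single screening dose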;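 note: 0% = DMSO control wells and 100% = blanks with heterologous ssDNA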
Target sequence (Q06609 whole entry, looked up): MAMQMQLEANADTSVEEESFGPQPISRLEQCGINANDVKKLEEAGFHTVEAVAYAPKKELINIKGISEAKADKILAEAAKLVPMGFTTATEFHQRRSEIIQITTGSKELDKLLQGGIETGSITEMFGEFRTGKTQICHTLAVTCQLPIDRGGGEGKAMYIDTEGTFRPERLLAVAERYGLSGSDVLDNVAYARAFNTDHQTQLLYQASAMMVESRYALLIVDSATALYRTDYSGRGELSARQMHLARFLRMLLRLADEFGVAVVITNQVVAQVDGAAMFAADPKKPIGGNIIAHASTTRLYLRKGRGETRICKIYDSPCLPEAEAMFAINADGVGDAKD
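System: hRad51 filaments on single-stranded DNA; reagent: Fluorescein- and BHQ1-tagged 47-mer duplex; compound dosing: one concentration, 10 µM final; timing: filaments 15 min 37 °C, then compound 30 min; measured by: fluorescein emission 520 nm, excitation 485 nm; benchmarks: per-plate controls and blanks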
Active calls of the source: *; / = not tested or not shown; [ ] = dose if it differs, or a comment. A portion of the library, so the mix of outcomes need not match the whole.

Below each SMILES – m-calpain inh | hK5 inh | Cl transport mod | FXIa inh 1536 | Thrombin inh | PERK inhibitor | FXIIa inh | Furin inh | Rad51 HR inh
1) CN(C)CCOC(=O)NC12CC3CC(CC(C3)C1)C2
  -21 | -4 | -0.053 | -10 | -8 | 2.3 | -4 | -19 | 7
2) COCCn1c(SCC(=O)Nc2nnc(C)s2)nnc1-c1ccoc1C
  -24 | -4 | 0.07 | -5 | -5 | 0.9 | 6 | -17 | -1
3) O=C(Nc1ccc(Cl)c(Cl)c1)N1CC=C(c2ccccc2)CC1
  41 | -7 | -1.6 | -5 | 1 | 0.4 | 11 | -11[20 µM] | 0
4) COc1ccc(NC(=O)CSc2nnc(NC(=O)c3ccccc3C(=O)O)s2)cc1
  5 | 4 | -0.79 | 0 | -2 | 0.1 | 13 | -23 | -1
5) CC1(C)CC(=O)C2=C(C1)OC(N)=C(C#N)C2c1ccccc1 (centres undefined)
  18 | -14 | -0.7 | 0 | 2 | -0.4 | 7 | -31 | -4
6) O=C(/C(=N/O)n1cncn1)c1ccccc1Cl
  -24 | 1 | 0.19 | 0 | -1 | 1.3 | 9 | -27 | 0
7) COC(=O)Cc1ccc(NC(=S)NCCCO)cc1
  -10 | 2 | -0.039 | 1 | -1 | 0.4 | 19 | -17[20 µM] | 7
8) O=C(CSc1ncnc2c1cnn2Cc1ccccc1)Nc1ccc2c(c1)OCCO2
  -9 | -1 | -0.22 | -9 | -10 | 0.5 | -15 | -28[20 µM] | 2
9) CC(C)(C)c1ccc(S(=O)(=O)N2CCN(c3ncccn3)CC2)cc1
  -18 | -6 | 0.69 | -1 | -1 | 2.4 | 2 | -12 | -64
10) COc1cccc(CN2CCNC(=O)C2CC(=O)NCc2cn3cccc(C)c3n2)c1OC (centres undefined)
  -25 | 4 | -0.26 | -2 | -4 | 0.5 | 7 | -21 | -85
11) O=C(CCNS(=O)(=O)c1ccccc1C(F)(F)F)NCc1ccc2c(c1)OCO2
  10 | 28 | 0.034 | 3 | 26 | 0.3 | 1 | 1[20 µM] | -3
12) COc1ccccc1COCC(O)CN(Cc1ccco1)Cc1ccccc1O (centres undefined)
  38 | 7 | -0.65 | -11 | -6 | -0.7 | 7 | -10 | -7
13) COc1cc(/C=C/C(=O)N2CCN(c3n[nH]c(=O)[nH]c3=O)CC2)cc(OC)c1OC
  -46 | -8 | 0.024 | -5 | 3 | 1.1 | 6 | -15 | 0
14) CC(C)n1c(SCC(N)=O)nc2c1c(=O)n(C)c(=O)n2C
  8 | -11 | / | -5 | -2 | 0.9 | 0 | -23 | 4
15) O=C(c1ccc(COc2c(F)c(F)c(F)c(F)c2F)o1)N1CCOCC1
  -9 | -16 | 0.79 | 3 | -2 | 0.3 | 6 | -19[20 µM] | 2
16) CCN(C(=O)c1cnc(OC)cc1C(F)(F)F)c1ccc(Cl)cc1
  8 | 13 | -1.1 | 1 | -3 | 0.8 | 7 | -16 | 14
17) Cc1cc(C)n(CC(=O)N2N=C(C(F)F)CC2(O)C(F)F)n1 (centres undefined)
  7 | -4 | -1.5 | 13 | 1 | 1.1 | 10 | -13 | 8
18) Cc1cc(NC(=O)Cc2c(F)cccc2Cl)no1
  4 | -2 | 0.73 | -2 | -6 | 0.4 | 0 | -19[20 µM] | 3
19) Cc1cc2cc(C)c(SCC(=O)NCc3ccco3)nc2cc1C
  -9 | 3 | / | 0 | -4 | 0.4 | 12 | -21 | -3
20) O=C(C1=C[C@H](c2csc3ccccc23)C[C@H](OCc2ccc(CO)cc2)O1)N1CCN(Cc2ccc3c(c2)OCO3)CC1
  -28 | 2 | -0.31 | -2 | -3 | 1.1 | 6 | -36 | -1
21) S=C(NC1CCCCC1)NC1CC2C=CC1C2 (centres undefined)
  -18 | 0 | 0.91 | -1 | -7 | 1.2 | 6 | -27 | /
22) CCOC(=O)C1(CCSC)NC(c2ccco2)C2C(=O)N(CC)C(=O)C21 (centres undefined)
  -11 | -17 | / | -4 | -14 | 0.9 | 1 | -22 | 5
23) Cc1cc(C)nc(SCc2cc(=O)c(OC(=O)c3ccc(Br)o3)co2)n1
  14 | -31 | -2 | 3 | -6 | -0.6 | 32 | -28 | /
24) CC(C)(C)NC(=O)C(c1ccncc1)N(C(=O)Cn1nnc(-c2ccc(F)cc2)n1)c1ccccc1 (centres undefined)
  -35 | 3 | -0.024 | 1 | -4 | 0.1 | 11 | -36 | -6
25) CC(C)OC(=O)CC(=O)CSc1nc(-c2ccc(F)cc2)cc(-c2ccccc2)c1C#N
  -125 | 0 | 1.1 | 6 | -5 | 1.1 | 12 | -17 | -6
26) N#Cc1c(-c2ccccc2Cl)cc(C2CC2)nc1N
  -8 | -17 | -1.7 | 3 | 2 | 0.9 | 21 | -11 | -12
27) CC(C)(C)C(=O)CC(=O)Nc1ccc(Cl)c(N)c1
  -4 | -20 | / | -5 | -9 | -0.7 | -2 | -17 | 3
28) CCOC1(NC(=O)c2ccccc2)C(C)=CC(=O)C=C1C
  0 | -3 | 0 | -2 | 0 | -0.8 | 0 | -13 | -6
29) Cc1c(N/N=C(\C#N)C(=O)c2ccccc2)c(=O)n(-c2ccccc2)n1C
  20 | -60 | 0.82 | 7 | 2 | -0.1 | 8 | 5 | /
30) COc1cc(C=O)ccc1OCC(=O)N1CCOCC1
  7 | 0 | 0.54 | -7 | -6 | -0.1 | -6 | -19[20 µM] | 0
31) Cc1cc(C(=O)N/N=C2\CC(=O)CC(C)(C)C2)n[nH]1
  -17 | 7 | 1.2 | 2 | 1 | -0.1 | 5 | -10[20 µM] | 0
32) Cc1nn(Cc2cccc(C(=O)NC(C)c3ccc(C(C)(C)C)cc3)c2)c(C)c1[N+](=O)[O-] (centres undefined)
  48 | 9 | -0.19 | -9 | -4 | -1.5 | 3 | -10[20 µM] | -6
33) Cc1cc(=O)[nH]c(SCC(=O)c2ccc3c(c2)NC(=O)CO3)n1
  18 | 11 | -0.93 | -8 | -1 | 0.0 | 7 | -20 | -9
34) CCCOc1ccc(N2C(=O)CC(N(CCOC34CC5CC(CC(C5)C3)C4)C(C)=O)C2=O)cc1 (centres undefined)
  21 | / | 1.2 | 4 | -1 | 0.4 | 13 | 0 | /
35) CCc1ccc(NC(=O)N(Cc2cccnc2)Cc2ccco2)cc1
  11 | 4 | -0.54 | 3 | 1 | -0.8 | 10 | -6[20 µM] | -6
36) O=C(CSc1n[nH]c(-c2ccncc2)n1)Nc1ccccn1
  2 | -11 | / | 1 | 8 | 0.7 | 15 | -17[20 µM] | -7
37) COc1ccc(N2CCN(C(c3cccc(OC)c3OC)c3nnnn3C3CCCC3)CC2)cc1 (centres undefined)
  -4 | -21 | -0.5 | -3 | 3 | -0.7 | 14 | -15[20 µM] | 3
38) CC1=C(C(=O)OCCOC(C)C)C(c2cc3c(cc2Br)OCO3)C2=C(CCCC2=O)N1 (centres undefined)
  -53 | 5 | -0.24 | 1 | -7 | -0.6 | 3 | -20[20 µM] | -3
39) CCn1c(NC(=O)c2nn(C)cc2Br)nc2ccccc21
  -2 | -27 | -0.0067 | -6 | -7 | -0.3 | 9 | -17 | 1
40) COc1ccc2c(c1)CCN(C(=O)CCl)C2C1C(=O)CCCC1=O (centres undefined)
  -7 | -23 | -0.18 | 0 | -17 | 0.8 | 9 | -14 | 2

Reprinted at random: 4 compounds from above
Below each SMILES – m-calpain inh | hK5 inh | Cl transport mod | FXIa inh 1536 | Thrombin inh | PERK inhibitor | FXIIa inh | Furin inh | Rad51 HR inh
40) COc1ccc2c(c1)CCN(C(=O)CCl)C2C1C(=O)CCCC1=O (centres undefined)
  -7 | -23 | -0.18 | 0 | -17 | 0.8 | 9 | -14 | 2
39) CCn1c(NC(=O)c2nn(C)cc2Br)nc2ccccc21
  -2 | -27 | -0.0067 | -6 | -7 | -0.3 | 9 | -17 | 1
32) Cc1nn(Cc2cccc(C(=O)NC(C)c3ccc(C(C)(C)C)cc3)c2)c(C)c1[N+](=O)[O-] (centres undefined)
  48 | 9 | -0.19 | -9 | -4 | -1.5 | 3 | -10[20 µM] | -6
36) O=C(CSc1n[nH]c(-c2ccncc2)n1)Nc1ccccn1
  2 | -11 | / | 1 | 8 | 0.7 | 15 | -17[20 µM] | -7

The results go on:
Below each SMILES – m-calpain inh | hK5 inh | Cl transport mod | FXIa inh 1536 | Thrombin inh | PERK inhibitor | FXIIa inh | Furin inh | Rad51 HR inh
41) CCN1CCN(CC(=O)Nc2cc(C(F)(F)F)ccc2OCCOC)CC1
  -10 | 6 | -0.19 | 2 | 5 | 1.6 | 14 | -32 | 14
42) O=C(CSc1nc2ccccc2[nH]1)N1CCN(c2ccc(F)cc2)CC1
  1 | -16 | / | 18 | -4 | -0.8 | 22 | -19[20 µM] | 0
43) CCOCCn1c(C(C)C)nc2ccccc21
  -27 | 6 | -0.052 | -21 | 2 | 0.9 | 17 | -25[20 µM] | -3
44) O=C(C1CCC(CNS(=O)(=O)c2ccc(F)cc2)CC1)N1CCOCC1 (centres undefined)
  22 | / | -0.47 | -2 | 1 | 1.1 | 5 | -16 | /
45) CC(C)N(Cc1nc(-c2ccccc2)no1)C(=O)CSc1ccccc1
  12 | 2 | -0.16 | 5 | -1 | -1.3 | 11 | -13[20 µM] | 2
46) N/C(=N\OC(=O)c1cnn(-c2ccccc2)c1C(F)(F)F)c1ccc(C(F)(F)F)cc1
  -10 | 0 | -0.23 | 4 | -3 | 0.7 | 7 | -14 | 10
47) Cc1nn(CCCC(=O)Nc2ccccn2)c(C)c1[N+](=O)[O-]
  -16 | -4 | 0.73 | -5 | -22 | -0.2 | 8 | -29 | -2
48) C=CCn1c(C)cc(C2=NNC(=NCc3ccccc3)SC2)c1C
  -57 | 1 | 0.48 | -1 | -6 | -0.1 | 9 | -16 | -2
49) CCCCC(=O)Nc1cccc(-c2nn3c(C)nnc3s2)c1
  5 | -5 | 1.3 | -9 | -12 | 0.1 | 9 | -14[20 µM] | 4
50) CC(C)(C)C(=O)NNC(=O)c1ccc(Oc2cc(Cl)cc(Cl)c2)o1
  19 | 4 | 4.1 | 1 | 0 | 0.9 | 8 | -21 | /
51) O=C(NCCc1ccccc1)c1c(F)c(F)c(F)c(F)c1F
  -3 | -7 | 0.53 | 7 | -3 | 0.4 | 3 | -25 | 8
52) CCC(C(=O)OCC(=O)Nc1c(C)n(C)n(-c2ccccc2)c1=O)c1ccccc1 (centres undefined)
  -45 | -24 | 0.74 | 7 | -9 | -0.3 | -7 | -8[20 µM] | -6
53) COC(=O)c1cc2n(n1)CCN(Cc1cccc(OC)c1)C2=O
  15 | -7 | -0.34 | -4 | 4 | 0.4 | 11 | -28 | 20
54) COc1cccc(-c2ccc(C#N)c(SCC(=O)NCCc3ccccc3)n2)c1
  -25 | -6 | 2.2 | 1 | -6 | 1.1 | 9 | -17 | -10
55) CCc1nccn1C(=O)c1cnn2c(C(F)F)cc(-c3ccccc3)nc12
  -151 | 2 | 0.69 | 11 | 76* | -0.2 | 16 | -4[20 µM] | -8
56) Cc1c(C(=O)OCC(=O)N(CCC#N)c2ccccc2)oc2c1ccc1ccccc12
  -13 | 3 | -0.25 | 1 | 1 | 0.6 | 12 | -29 | 4
57) COc1ccc2cc(S(=O)(=O)NCCCN3CCOCC3)ccc2c1
  3 | 32 | -0.14 | -5 | 5 | -1.4 | 9 | -16[20 µM] | -4
58) O=C(c1ccco1)N1CCN(C2CC(=O)N(c3ccccc3)C2=O)CC1 (centres undefined)
  20 | -2 | 0.17 | -4 | -4 | 0.0 | 7 | -8[20 µM] | -8
59) N#C/C(=C\Nc1ccccn1)S(=O)(=O)c1ccc(Cl)cc1
  5 | 6 | 1.7 | -14 | -3 | 0.2 | 4 | -20 | 8

Source: PubChem BioAssay
